Screening results deposited in PubChem BioAssay by several laboratories.
FAS-TE inh – blocks the thioesterase domain of human fatty acid synthase; P49327; recombinant FAS-TE, OMFH fluorogenic substrate, fluorescence endpoint; inhibition, % at 15 µM; 0.67% of 360,000 active; AID 602261;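 active = compounds whose normalised, plate-corrected inhibition of enzyme fluorescence in the single-dose primary screen is 50% or more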;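 note: 0% = DMSO with enzyme and 100% = substrate without enzyme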
MT1-MMP act inh – inhibitors of human MT1-MMP activation; HT1080 RFP-PRO-GFP cells, GFP/RFP ratio fluorescence, overnight; percent of plate control window, DMSO zero; P50281; GFP/RFP ratio change, % at 20 µM; 0.061% of 360,000 active;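 active = GFP/RFP ratio change of at least 30% with cell ATP level not reduced by more than half and red fluorescence within 50% of control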; note: strong numbers were not always called active
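Read-out: GFP/RFP fluorescence ratio; Test system: RFP-PRO-GFP reporter HT1080 cells; Compound dosing: single-point 20 µM compound, 1% DMSO; Times: overnight compound exposure at 37 °C.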
Neddylation inh – blocks human cullin neddylation; P61081+Q13564; TR-FRET cullin neddylation, biochemical; calls only at 25 µM; 0.58% of 360,000 active; AID 651699; in the data active = inhibition above about 36%
Target sequence (P61081 whole entry, looked up): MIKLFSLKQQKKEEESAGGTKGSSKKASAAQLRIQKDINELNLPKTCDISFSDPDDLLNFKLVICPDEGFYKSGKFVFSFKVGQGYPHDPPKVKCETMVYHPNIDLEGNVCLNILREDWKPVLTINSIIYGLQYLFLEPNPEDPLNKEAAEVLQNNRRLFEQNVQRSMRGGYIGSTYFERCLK
Target sequence (Q13564 whole entry, looked up): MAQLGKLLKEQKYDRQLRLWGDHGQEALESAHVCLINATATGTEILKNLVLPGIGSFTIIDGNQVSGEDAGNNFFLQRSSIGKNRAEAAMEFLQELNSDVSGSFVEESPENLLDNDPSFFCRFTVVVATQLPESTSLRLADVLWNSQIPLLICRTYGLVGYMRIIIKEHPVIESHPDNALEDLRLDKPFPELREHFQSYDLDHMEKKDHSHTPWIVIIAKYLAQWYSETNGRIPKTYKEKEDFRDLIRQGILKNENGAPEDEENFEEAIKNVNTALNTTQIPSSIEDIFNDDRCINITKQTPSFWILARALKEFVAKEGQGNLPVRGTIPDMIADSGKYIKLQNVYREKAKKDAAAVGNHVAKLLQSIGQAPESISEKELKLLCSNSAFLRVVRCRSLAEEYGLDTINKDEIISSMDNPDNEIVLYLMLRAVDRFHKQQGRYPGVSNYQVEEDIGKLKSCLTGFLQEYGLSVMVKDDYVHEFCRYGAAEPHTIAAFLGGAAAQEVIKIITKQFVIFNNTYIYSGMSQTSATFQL
Rin1-Abl PPI inh – inhibitors of human Rin1-Abl protein interaction; P00519+Q13671; TR-FRET Rin1/Abl binding, biochemical; inhibition, % at 7.35 µM; 0.4% of 360,000 active; AID 588664; in the data active = inhibition above about 5%, passing the limit was not always enough
CSN inh – blocks human CSN-mediated cullin deneddylation; Purified CSN, SCF-Nedd8-OG deneddylation, fluorescence polarization; inhibition, % at 12.5 µM; 0.38% of 360,000 active; AID 651999; Q92905;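 active = pattern-corrected inhibition above about 35%, with an unprinted fluorescence ratio check between 0.5 and 1.5, limit read from the data, passing the limit was not always enough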;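 note: 0% = enzyme with substrate and 100% = substrate without enzyme; some results filed as inactive read as strong as hits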
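Assay system: Purified human Csn5 enzyme expressed in HEK293T cells | Amount: Enzyme 0.24 nM | Measured by: Fluorescence polarization readout | Medium: Tris/NaCl/DTT buffer, pH 7.5 | Compound dosing: One concentration, 12.5 µM, 0.25% DMSO | Times: 90 min incubation of compound, enzyme and substrate at room temperature | Control set: no-enzyme wells high, enzyme-with-substrate wells low | Read-out: % inhibition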
SKN-1 inh – blocks SKN-1 activity in C. elegans; inhibition, % at 21.8 µM; AID 624304; 0.49% of 360,000 active; C. elegans VP596 Pgst-4::GFP/RFP ratio, acrylamide-induced, 24 h;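 active = interference check ratio from 0.5 to 1.5 plus GFP to RFP signal ratio inhibition reaching or exceeding a fixed threshold, cut at about 30% in these data, passing the limit was not always enough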; note: some compounds called inactive have numbers as strong as hits
NadD block – inhibitors of Staphylococcus aureus NadD; 0.78% of 360,000 active; purified NadD enzyme, colorimetric absorbance read-out; AID 602399; inhibition, % at 20 µM; in the data active = inhibition above about 26%; note: some compounds past the cut are filed as inactive
MLLE-PAM2 inh – blocks PAM2 peptide binding to the PABP1 MLLE domain. AID 588489. 0.36% of 360,000 active. inhibition, % at 20 µM. GST-MLLE / FITC-PAM2 fluorescence polarization. P11940; in the data active = inhibition above about 35%, passing the limit was not always enough;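 note: plate controls were DMSO wells with GST-MLLE for no effect and wells lacking GST-MLLE protein for full effect; some results filed as inactive read as strong as hits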
Rpn11 block – inhibitors of human proteasome Rpn11. O00487. human 26S proteasome, Ub4-pepOG fluorescence polarization; 20S core pre-blocked with epoxomicin. calls only at 20 µM. 0.59% of 360,000 active;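 active = inhibition at 20 µM, scaled to each plate's controls, above about 33%, limit read from the data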
The depositor's hits bear a star; i = inactive; · = not tested or not shown; + = active, no number. An excerpt (hit frequency here may not be typical).

Short forms: A = FAS-TE inh; B = MT1-MMP act inh; C = Neddylation inh; D = Rin1-Abl PPI inh; E = CSN inh; F = SKN-1 inh; G = NadD block; H = MLLE-PAM2 inh; I = Rpn11 block
1) COC(=O)C1=C(c2ccc(OC)c(OC)c2)C[C@@H]2CC[C@H]1N2C(=O)N1CCC(O)CC1
  A: -7.5; B: 5.8; C: i; D: -1.6; E: -5.9; F: -2.3; G: 3.1; H: 3.2; I: i
2) N#Cc1ccc(NC(=O)CN2C(=O)NC3(CCCCCCC3)C2=O)cc1Cl
  A: 45.4; B: -5.9; C: i; D: 4.5; E: -4.3; F: 15.5; G: -1.6; H: -3.7; I: i
3) Cc1cccc(-n2c(-c3cccs3)nc3ccccc3c2=O)c1
  A: 14.4; B: -2.7; C: i; D: -2.0; E: -0.1; F: 3.1; G: -6.4; H: 0.2; I: i
4) CN1CC[C@]23c4c5ccc(OC6OC(C(=O)O)[C@@H](O)C(O)[C@H]6O)c4OC2C(O)C=CC3[C@H]1C5 (some centres undefined)
  A: -7.4; B: -2.3; C: i; D: 3.4; E: 0.3; F: -4.0; G: 3.6; H: 1.4; I: i
5) CNP1(NC)=Nc2nn(-c3ccccc3)c(N)c2C(c2ccccc2)=N1
  A: 2.2; B: -0.3; C: i; D: -4.3; E: 7.3; F: 9.9; G: -10.5; H: 1.1; I: i
6) CC(CN1CCOCC1)C(C#N)(c1ccccc1)c1ccccc1 (centres undefined)
  A: 4.1; B: -0.3; C: i; D: 1.3; E: -2.7; F: 5.5; G: -0.8; H: -5.2; I: i
7) COc1ccc(C(=O)C2CN(C)CC2C(=O)c2ccc(OC)cc2)cc1 (centres undefined)
  A: -0.9; B: -4.4; C: i; D: 6.8; E: -1.0; F: -7.2; G: -5.5; H: 3.1; I: i
8) O=c1c2ccccc2nc(CBr)n1-c1ccc(Cl)cc1
  A: -4.7; B: ·; C: i; D: -2.8; E: 0.4; F: 4.6; G: 6.2; H: -19.4; I: i
9) O=C(c1c[nH]c2ccc(S(=O)(=O)N3CCC4(CC3)OCCO4)cc2c1=O)N1CCC2(CC1)OCCO2
  A: 18.3; B: -1.1; C: i; D: -0.9; E: 0.4; F: -5.2; G: 0.6; H: 0.6; I: i
10) COc1ccc(-c2cc(=Nc3ccccc3)c3cc(C)ccc3o2)cc1
  A: 24.5; B: 0.8; C: ·; D: -0.8; E: 1.7; F: 7.1; G: 5.3; H: 2.2; I: i
11) C=CCOC(=O)C1=C(C)OC(N)=C(C#N)C12C(=O)N(CN1CCOCC1)c1ccccc12 (centres undefined)
  A: -5.1; B: 3.8; C: i; D: -1.2; E: -4.2; F: 7.1; G: 4.1; H: -10.3; I: i
12) Cn1cccc1CN1CCN(C(=O)COc2ccccc2)CC1
  A: -7.0; B: 1.0; C: i; D: 1.6; E: 0.3; F: 4.4; G: 1.9; H: 1.8; I: i
13) CCn1c(NN=O)nc2ccccc21
  A: -3.4; B: -6.8; C: i; D: 0.1; E: 10.1; F: 1.2; G: 6.8; H: -27.9; I: i
14) COC(=O)C1=C(c2ccc(OC)c(OC)c2)C[C@@H]2CC[C@H]1N2C(=O)NCc1ccc(F)cc1
  A: -12.5; B: 0.4; C: i; D: 6.5; E: -4.3; F: 4.1; G: -2.6; H: 15.6; I: i
15) CCCCNC(C)Cc1ccccc1 (centres undefined)
  A: -2.5; B: 1.0; C: i; D: 1.7; E: 3.4; F: 2.0; G: -2.8; H: -1.2; I: i
16) O=c1oc2ccccc2c(O)c1[C@H]1c2ccc(O)cc2Oc2c1c(=O)oc1ccccc21
  A: -1.8; B: -5.5; C: i; D: -28.5; E: -2.6; F: 10.8; G: 2.9; H: 16.9; I: i
17) Cc1nnc2n1-c1ccc(Br)cc1C(c1ccccc1Cl)=NC2
  A: -10.2; B: 6.2; C: i; D: 2.1; E: 1.8; F: 4.5; G: -1.2; H: 6.4; I: i
18) COc1cc(C(=O)NN=Cc2ccc(N(CCCl)CCCl)cc2)cc(OC)c1OC
  A: 14.3; B: 2.5; C: ·; D: -1.6; E: -0.5; F: 8.7; G: 5.6; H: -14.6; I: i
19) CC(C)(C)n1nnnc1C(c1cc2ccccc2o1)N1CCC2(CC1)C(=O)NCN2c1ccccc1 (centres undefined)
  A: 4.6; B: 3.9; C: i; D: 5.2; E: 2.6; F: -7.7; G: 8.4; H: -16.3; I: i
20) O=C(O)CCCOc1ccc(Cl)cc1Cl
  A: -3.6; B: 1.8; C: i; D: 0.9; E: -1.0; F: 14.5; G: -2.2; H: 9.1; I: i
21) O=P(N[C@@H](c1ccccc1)[C@@H]1C[C@H]1CO)(c1ccccc1)c1ccccc1
  A: -11.2; B: 0.8; C: i; D: -0.1; E: 0.0; F: 1.5; G: -3.1; H: 1.3; I: i
22) O=C(N/N=C/c1c(O)n(CCc2ccccc2)c(=O)[nH]c1=O)c1ccccc1
  A: 19.5; B: -17.5; C: +; D: -2.1; E: 10.4; F: 6.4; G: 2.6; H: -64.5; I: +
23) CC1CCN(CC(=O)c2ccccc2Cl)CC1
  A: -3.3; B: -6.0; C: i; D: 0.9; E: -7.3; F: 3.8; G: 4.4; H: 14.4; I: i
24) O=C1N[C@H](Cc2ccccc2)C(=O)N2[C@@H]3[C@H](C[C@@H]12)c1ccccc1N3OOSc1ccccc1
  A: 0.6; B: -8.2; C: i; D: 3.6; E: -0.9; F: -29.1; G: 4.8; H: 4.5; I: i
25) O=C(NC(=S)N1C[C@H]2C[C@H](C1)c1cccc(=O)n1C2)c1ccc(Cl)cc1Cl
  A: -8.0; B: 1.1; C: i; D: 1.1; E: 7.4; F: -13.2; G: 0.0; H: 16.6; I: i
26) CCCNS(=O)(=O)c1ccc(OCC(=O)N2CCN(Cc3ccccc3)CC2)cc1
  A: -0.4; B: 1.1; C: i; D: -0.5; E: 0.8; F: 15.9; G: -1.5; H: 2.1; I: i
27) CNC(=S)N(C)CCc1cc2c(c(OC)c1/C=C1/C(=O)NC(=O)N(C)C1=O)OCO2
  A: -4.1; B: 1.5; C: i; D: -2.8; E: 0.1; F: -13.1; G: 1.9; H: -104.5; I: i
28) CC(=O)Nc1ccccc1C(=O)OCc1cccc(F)c1
  A: 5.7; B: 0.5; C: i; D: 1.8; E: -8.2; F: -11.7; G: -4.3; H: 2.6; I: i
29) COc1ccc(Cn2c(O)c(C=Nc3c(C)n(C)n(-c4ccccc4)c3=O)c(=O)[nH]c2=O)cc1
  A: -1.6; B: -1.3; C: i; D: -1.9; E: 6.6; F: 14.2; G: 5.9; H: -3.1; I: i

Rewritten tab-delimited: entries from further up
item	Compound	FAS-TE inh	MT1-MMP act inh	Neddylation inh	Rin1-Abl PPI inh	CSN inh	SKN-1 inh	NadD block	MLLE-PAM2 inh	Rpn11 block
20	O=C(O)CCCOc1ccc(Cl)cc1Cl	-3.6	1.8	i	0.9	-1.0	14.5	-2.2	9.1	i
21	O=P(N[C@@H](c1ccccc1)[C@@H]1C[C@H]1CO)(c1ccccc1)c1ccccc1	-11.2	0.8	i	-0.1	0.0	1.5	-3.1	1.3	i
22	O=C(N/N=C/c1c(O)n(CCc2ccccc2)c(=O)[nH]c1=O)c1ccccc1	19.5	-17.5	+	-2.1	10.4	6.4	2.6	-64.5	+
23	CC1CCN(CC(=O)c2ccccc2Cl)CC1	-3.3	-6.0	i	0.9	-7.3	3.8	4.4	14.4	i
24	O=C1N[C@H](Cc2ccccc2)C(=O)N2[C@@H]3[C@H](C[C@@H]12)c1ccccc1N3OOSc1ccccc1	0.6	-8.2	i	3.6	-0.9	-29.1	4.8	4.5	i
25	O=C(NC(=S)N1C[C@H]2C[C@H](C1)c1cccc(=O)n1C2)c1ccc(Cl)cc1Cl	-8.0	1.1	i	1.1	7.4	-13.2	0.0	16.6	i
26	CCCNS(=O)(=O)c1ccc(OCC(=O)N2CCN(Cc3ccccc3)CC2)cc1	-0.4	1.1	i	-0.5	0.8	15.9	-1.5	2.1	i
27	CNC(=S)N(C)CCc1cc2c(c(OC)c1/C=C1/C(=O)NC(=O)N(C)C1=O)OCO2	-4.1	1.5	i	-2.8	0.1	-13.1	1.9	-104.5	i
28	CC(=O)Nc1ccccc1C(=O)OCc1cccc(F)c1	5.7	0.5	i	1.8	-8.2	-11.7	-4.3	2.6	i
29	COc1ccc(Cn2c(O)c(C=Nc3c(C)n(C)n(-c4ccccc4)c3=O)c(=O)[nH]c2=O)cc1	-1.6	-1.3	i	-1.9	6.6	14.2	5.9	-3.1	i
